Bioassay records: PubChem, National Center for Advancing Translational Sciences (NCATS)
N370S GC: N370S glucocerebrosidase modulation, Gaucher chaperone candidate. P04062. N370S GC spleen homogenate, 4MU-glucoside fluorescence. Potency, µM (titrated, usually from 59.4 µM), without a hit: top-dose activity change, negative = inhibition, actives largely listed as inhibitors. actives 0.092% (n = 330,000). AID 2101;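 also: 0% = full enzyme activity and -100% = no enzyme basal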
FEN1 inh: human FEN1 inhibition | P39748 | Recombinant FEN1 flap cleavage, fluorescence, 15 min | Potency, µM (top dose mostly 114 µM), without a hit: at the top dose activity change, negative = inhibition, hits mostly inhibitors | actives 0.35% (n = 390,000); also: nearly all actives have a fitted effect of over 65% in size
Target sequence (P39748 whole entry, looked up): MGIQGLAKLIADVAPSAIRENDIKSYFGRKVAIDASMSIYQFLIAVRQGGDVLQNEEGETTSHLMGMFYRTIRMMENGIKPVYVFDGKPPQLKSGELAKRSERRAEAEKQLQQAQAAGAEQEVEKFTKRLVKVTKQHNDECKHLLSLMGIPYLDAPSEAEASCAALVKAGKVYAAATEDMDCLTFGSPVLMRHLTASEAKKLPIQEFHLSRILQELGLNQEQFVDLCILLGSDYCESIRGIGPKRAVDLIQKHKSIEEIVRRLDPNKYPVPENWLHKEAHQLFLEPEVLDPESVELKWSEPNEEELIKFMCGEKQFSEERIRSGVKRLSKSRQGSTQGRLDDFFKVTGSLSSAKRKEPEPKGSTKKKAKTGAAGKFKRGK
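Quantitative HTS format: each compound was titrated, incubated with 10 nM nuclease for 15 min at room temperature, then challenged with flap substrate at 50 nM final. Signal change over 15 min gave concentration–effect curves.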
KAT2A inh: inhibitors of human GCN5L2 histone acetyltransferase | Q92830 | GCN5L2 HAT assay, ThioGlo1 CoA-SH fluorescence | Potency, µM (doses to about 58.9 µM), for the others: at the top dose activity change, negative = inhibition, usual class: inhibitors | actives 0.21% (n = 390,000)
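Titration-based screen in which CoA formation is detected via maleimide probe ThioGlo1 (50uM) turning fluorescent on thiol reaction; substrates H3(1-25) 75uM and acetyl-CoA 70uM, GCN5L2 20nM, 20 min incubation at room temperature.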
* hit, by the source's call; ? = inconclusive; / = not tested or not shown; & = joins results of further samples; [ ] = dose if it differs, or a comment. Calls follow the shape of the dose curve; as a rule, active = well fitted curve in the direction sought with a large enough effect; inconclusive = small, poorly fitted or top-dose-only effect, or another doubt; inactive = no such curve, though single readings can be large; an effect the other way counts as inactive or inconclusive. Unless noted, % is scaled to controls: 0 for no effect and ±100 for the full control effect; potency is read from the fitted curve at half-maximal effect. These rows are one share of the data (hit frequency here may not be typical).

Structure | N370S GC | FEN1 inh | KAT2A inh
O=C(Cn1c(SCc2cccc(F)c2)nc2cccnc21)Nc1ccc(F)c(Cl)c1 | / | 11.4% | 1.8%
Cc1ccccc1NC(=O)C1C2CCCCC21 (stereo not drawn) | 4.3% | 8.2% | 2.7%
CN(C)Cc1c(O)ccc2c3c(c(=O)oc12)CCCCC3 | ? | 5.2% | ?
CCCn1c(CN2CCCCC2C)nc2c1c(=O)n(C)c(=O)n2C (stereo not drawn) | 14.6% | 24.5% | -0.8%
O=C(Nc1ccccc1Cl)c1ccn[nH]1 | 5.4% | 1.2% | -2.2%
CC(C)CC(NC(=O)CN)C(=O)NC(Cc1ccccc1)C(=O)O (stereo not drawn) | 2.5% | / | 2.5%
CCN(CC(=O)Nc1ccc(OC)cc1)C(=O)c1ccc2c(=O)n3c(nc2c1)CCC3 | / | -12.8% | 1.6%
Cn1cnnc1SCC(=O)Nc1ccc(F)cc1 | -8.4% | 9.1% | -5.5%

An excerpt from above with just FEN1 inh:
Compound	FEN1 inh
O=C(Nc1ccccc1Cl)c1ccn[nH]1	1.2%
CCN(CC(=O)Nc1ccc(OC)cc1)C(=O)c1ccc2c(=O)n3c(nc2c1)CCC3	-12.8%
Cn1cnnc1SCC(=O)Nc1ccc(F)cc1	9.1%

Further entries.
Structure | N370S GC | FEN1 inh | KAT2A inh
COc1ccc(CCN=C(N)NS(=O)(=O)c2ccc(C)cc2)cc1OC | -2.6% | 1.3% | 0.0%
CCC(C)[C@H](NC(=O)[C@@H]1CSC2c3ccccc3C(=O)N21)C(=O)NC1CCCC1 (stereo partly drawn) | -5.2% | 0.2% | -9.7%
COc1ccccc1Cn1[nH]nnc1=S | 6.0% | -1.9% | ?
CCCCc1nc(NCCNC(=O)c2ccccc2)c(C#N)c2c1CSC(C)(C)C2 | ? | -1.3% | -8.4%
Nc1nnc(N2CCCCC2)s1 | -3.6% | -2.6% | 1.1%
CCC(CC)C(=O)N1CCN(Cc2ccc3c(c2)OCO3)CC1 | / | -3.9% | 3.3%
COc1ccccc1NC(=O)COC(=O)c1ccccn1 | -2.1% | -2.1% | -0.3%
O=C(COc1cccc(F)c1)N[C@@H](Cc1ccccc1)c1nc2ccccc2[nH]1 | -3.4% | 3.0% | -1.6%

Four entries from above, reformatted:
Results follow in this order: N370S GC | FEN1 inh | KAT2A inh
> Nc1nnc(N2CCCCC2)s1
→ -3.6% | -2.6% | 1.1%
> CCC(CC)C(=O)N1CCN(Cc2ccc3c(c2)OCO3)CC1
→ / | -3.9% | 3.3%
> COc1ccccc1NC(=O)COC(=O)c1ccccn1
→ -2.1% | -2.1% | -0.3%
> O=C(COc1cccc(F)c1)N[C@@H](Cc1ccccc1)c1nc2ccccc2[nH]1
→ -3.4% | 3.0% | -1.6%

Later entries
Structure | N370S GC | FEN1 inh | KAT2A inh
COc1ccc(OCCN2CCN(S(=O)(=O)c3ccccc3C(F)(F)F)CC2)cc1 | / | -2.7% | -12.6%
CC(NC(=O)c1cccs1)C(S)c1ccccc1 (stereo not drawn) | 11.7% | 11.7% | -3.0%
O=S(=O)(NCc1csc(-c2cccs2)n1)c1ccc(Cl)cc1 | -13.8% | -17.1% | -15.0%
COC(=O)c1cc(NC(=O)c2nn(C)c3c2COc2ccccc2-3)cc(C(=O)OC)c1 | / | -19.5% | -18.3%
CCOc1ccc(C(=O)NC(=S)Nc2ccc(N3CCC(C)CC3)cc2)cc1[N+](=O)[O-] | 9.2% | -1.0% | -6.3%
COc1cc2c(cc1OC)CN(C(=O)c1sccc1C)CC2 | 5.6% | -9.2% | -1.3%
CCc1ccc(-c2nc3cc(NC(=O)c4cc5ccccc5cc4OC)ccc3o2)cc1 | / | -14.8% | 2.6%
COc1ccc(/C=C/C(=O)N(Cc2ccccc2)c2ccccn2)cc1OC | 7.5% | -4.2% | -10.4%
Cc1ccc(SCC(=O)NC(C)(C)C)cc1 | -6.8% | -1.4% | /
Cc1nn(Cc2ccccc2)c(C)c1N | 0.2% | -0.3% | 1.8%
COCCOC(=O)C1=C(C)NC(=O)NC1c1c(Cl)nc2c(C)cccn2c1=O (stereo not drawn) | 6.0% | / | -5.5%
O=C(N/N=C/c1cccc([N+](=O)[O-])c1)C1CC(=O)N(c2ccc(Br)cc2)C1 (stereo not drawn) | 9.5% | 3.7% | 1.4%
C(=N\N1CCN(C2c3ccccc3-c3ccccc32)CC1)/c1cccs1 | / | 9.5% | -2.9%
CC(=O)Nc1ccc(C(=O)NNC(=O)c2cccs2)cc1 | -3.6% | -1.9% | -1.8%
CC(C)c1nc2ccc(NC(=O)C34CC5CC(CC(C5)C3)C4)cc2[nH]1 | 8.5% | 9.9% | 0.8%
O=C(CS(=O)(=O)c1c[nH]c2ccccc12)Nc1ccc(F)cc1 | -3.1% | 4.4% | -8.8%
COc1ccc(NC(=O)CSc2nnc(-c3cccs3)n2-c2ccccc2)cc1 | 3.1% | 3.1% | -3.1%
Cc1occc1C(=O)N/N=C/c1ccc(Br)s1 | -5.9% | 1.4% | -2.9%
CC1(C)CC(=O)c2cc3c(N)c(C(=O)NCc4ccccc4)sc3nc2C1 | 2.0% | -9.9% | ?
COc1ccc2c(c1)[nH]c1c(=O)n(N)cnc12 | -4.2% | 11.6% | 23.8%
CN(C)/C=C1\N=C(c2cccs2)OC1=O | -10.5% | -9.1% | -9.8%
COc1cc(NC(=O)Cn2cnc3sc(C)c(S(=O)(=O)N4CCN(C)CC4)c3c2=O)cc(OC)c1OC | 18.7% | -8.3% | -11.1%&-2.7%
CC(C)(C)OC(=O)N1CCN(C(=O)c2[nH]cnc2C(=O)N[C@@H](Cc2ccccc2)C(=O)OCc2ccccc2)CC1 | -9.2% | 1.0% | ?
CCN1CCN(c2ccc(S(=O)(=O)N3CCCCC3)cc2NC(=O)Cc2ccccc2F)CC1 | -2.0% | -6.1% | -0.8%
COc1ccc(CN(C(=O)c2cccs2)c2ccccc2)cc1 | 9.8% | -4.8% | -17.8%
Cc1cc2ncn(C(=O)c3ccc(F)cc3)c2cc1C | -1.9% | 1.9% | -5.0%
O=C(C1=C[C@@H](c2coc3ccccc3c2=O)C[C@@H](OCCCCO)O1)N1CCOCC1 | 11.7% | -3.9% | -6.2%
CCOC(=O)c1ccc(S(=O)(=O)Nc2ccc(N3CCOCC3)cc2)cc1 | -6.7% | 12.0% | -2.6%
COc1ccc(CC(=O)NC2CCSc3ccccc32)cc1OC (stereo not drawn) | -3.9% | 0.5% | -5.0%
c1ccc(-c2nc(-c3ccncc3)n[nH]2)nc1 | -0.3% | 0.5% | 2.0%
CCc1ccc2oc(-c3cc(NC(=O)C(C)C)cc(C)c3O)nc2c1 | / | -11.2% | -5.5%
CCN(CC)c1cc(C)c2cc(NC(=O)/C=C/c3cc(OC)c(OC)c(OC)c3)ccc2n1 | / | -13.0% | -25.7%
Cc1cc(C)nc(/N=C(/NC(=O)Nc2ccc(Cl)c(Cl)c2)Nc2cccc(Cl)c2)n1 | -23.9% | -0.8% | -4.2%
OC1COC(O)C(O)C1O (stereo not drawn) | -0.8% | 3.2% | -1.4%
O=C(Nc1ccc(CN2CCS(=O)(=O)CC2)cc1)c1ccccc1 | -1.0% | -8.7% | -23.1%
CCOC(=O)C1=C(CNCCc2ccc(Cl)cc2)NC(=O)NC1c1ccc2c(c1)OCO2 (stereo not drawn) | -6.1% | -0.4% | -7.0%
COC(=O)c1cc(NC(=S)N2CCN(c3ccccn3)CC2)cc(C(=O)OC)c1 | -22.2% | 3.9% | -1.0%
Oc1ccc(/C(Cc2ccccn2)=N\Nc2ccccc2)c(O)c1 | -9.0% | -7.7% | -13.8%
Cc1ccc(S(=O)(=O)N2CCN(C(=O)c3ccc4c(c3)OCO4)CC2)cc1 | -12.0% | -0.8% | -4.6%
CCOC(=O)C1CCN(c2ncnc3c2oc2ccc(Cl)cc23)CC1 | 21.7% | -22.2% | -9.4%
CCOc1ccc(CCNC(=O)C2CCN(C(=O)N3CC(CC)Oc4ccc(C)cc43)CC2)cc1 (stereo not drawn) | / | -13.5% | -7.8%
O=C(OCCc1cc2ccccc2c(=O)o1)c1ccc2c(c1)OCO2 | / | 1.5% | -24.8%
CC1CCCC(NS(=O)(=O)c2cc3c(cc2Cl)NC(=O)CO3)C1C (stereo not drawn) | -12.5% | 5.5% | ?
Cc1cccc2cc3c(N)c(C(=O)N4CCCc5ccccc54)sc3nc12 | 13.1% | -15.5% | -21.5%
O=C(COc1ccc([N+](=O)[O-])cc1Cl)NCCc1ccccc1 | 0.7% | 12.7% | -3.0%
CCc1ccccc1NC(=O)CN(c1ccc(OC)cc1)S(=O)(=O)c1c(C)n[nH]c1C | / | -4.6% | -4.6%
N#Cc1cccc(NC(=O)CC2CCCCC2)c1 | 8.5% | 3.4% | -2.7%
CC1CCN(S(=O)(=O)c2cn(CC(=O)Nc3ccc(F)cc3)c(=O)c3ccccc23)CC1 | / | -20.4% | -20.6%

(cont.)
smiles	N370S GC	FEN1 inh	KAT2A inh
Cc1ccc(Cl)cc1N1CCN(C(=O)C2CCN(S(=O)(=O)c3cccnc3)CC2)CC1	/	-2.6%	-4.7%
N#CCCN(C(=O)COC(=O)CCc1nc2ccccc2c(=O)[nH]1)c1ccc(F)cc1	/	-3.2%	2.8%
Cc1ccc(NC(=O)CS(=O)CC(=O)N(c2ccc(C)cc2)C(C)C(=O)NC2CCCCC2)cc1 (stereo not drawn)	-5.4%	-1.9%	-4.1%
Cc1ccc([N+](=O)[O-])cc1S(=O)(=O)Nc1cccc(S(=O)(=O)NC2=NCCC2)c1	/	2.3%	3.6%
CC(=O)c1cccc(NC(=S)NCCc2ccc(Cl)cc2)c1	6.4%	-13.4%	-6.8%
O=C(CNC(=O)c1ccc(Br)o1)NNC(=O)c1ccccc1	1.1%	-1.5%	-4.8%
Cc1cc(C)[n+](C)n1CC(O)Cn1c2ccccc2c2ccccc21 (stereo not drawn)	-18.0%	-10.6%	-3.5%
Cc1cc(/C=N\NC(=O)COc2cccc3cccnc23)c(C)n1-c1ccc(Br)cc1	11.9%	9.2%	-10.7%
CCCCn1c(N)c(N(CCOC)C(=O)c2ccc(-c3ccc([N+](=O)[O-])cc3)o2)c(=O)[nH]c1=O	-4.7%	-4.3%	-7.8%
COc1ccc(CNC(=O)Cn2ncn3cccc3c2=O)cc1	4.4%	/	-6.9%
Cc1c2c(nc3ccccc13)CCC(C(C)(C)C)C2 (stereo not drawn)	1.5%	-3.8%	-12.4%
Cn1nc(C(C)(C)C)cc1C(=O)NNC(=O)c1ccc(C(F)(F)F)cc1	-3.5%	15.4%	0.4%
Cc1ccc(-c2nc(CS(=O)(=O)CC(=O)NCc3ccc(Cl)cc3)c(C)o2)cc1	/	2.6%	0.4%
CCOc1ccc(NC(=O)CC2C(=O)N(c3ccc(Cl)cc3)C(=O)N2Cc2cccs2)cc1 (stereo not drawn)	/	-2.0%	-4.7%
O=c1cc(-c2cccc(Br)c2)nc(-c2ccccc2F)o1	-8.6%	-2.8%	1.5%
Cc1c(C(=O)N2CCCCC2C)sc2ncnc(N3CCc4ccccc4C3)c12 (stereo not drawn)	-2.0%	-7.2%	-15.8%
O=C(O)c1ccc(N/N=C/c2ccc(-c3ccc(Br)cc3)o2)cc1	-4.7%	-16.4%	-11.1%
CSc1cccc(NC(=S)N(CCC(C)C)C(C)c2ccncc2)c1 (stereo not drawn)	-3.8%	-0.8%	-18.6%
O=C(CNS(=O)(=O)c1ccccc1)N/N=C/c1ccccc1[N+](=O)[O-]	-4.6%	-6.2%	3.9%
O=C(COC(=O)c1cc(=O)[nH]c(=O)[nH]1)Nc1cccc(Cl)c1	/	10.3%	-1.8%
C=C(C)Cn1c(=S)[nH]c2ccccc2c1=O	-17.7%	1.3%	/
CC(C)Cn1c(N)c(C(=O)COC(=O)c2cccnc2Cl)c(=O)n(C)c1=O	-6.8%	18.6%	-4.0%
CC(=O)c1ccc(OCCCC(=O)Nc2ccc(C)c(S(=O)(=O)N(C)C)c2)cc1	2.7%	13.2%	2.0%
C=C[C@@]1(C)CC(=O)[C@@]2(O)[C@@]3(C)[C@@H](O)CCC(C)(C)[C@@H]3[C@H](OC(=O)CCN(C)C)[C@H](OC(C)=O)[C@@]2(C)O1	-1.9%	/	-19.1%[0.501 µM]
Cc1cc(C)nc(Nc2cccc3ccccc23)n1	3.3%	-9.4%	1.2%
CCOc1ccccc1C(=O)NC1CCNCC1	-9.2%	15.1%	-10.1%
